Bioassay records (PubChem BioAssay)
EphB4 antag – EphB4-ephrin-B2 interaction antagonism; EphB4 LBD / TNYL-RAW-Alexa532 peptide, fluorescence polarization; inhibition, % at 7 µM; hit rate 0.15% among 97,000; AID 720;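 active = inhibition above the screen-wide mean inhibition plus 3 SD, cut at about 15% in these data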;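 note: 0% = DMSO wells and 100% = excess unlabeled TNYL-RAW peptide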
HIV Rev-RRE inh – disrupts HIV-1 Rev binding to RRE RNA; hit rate 0.79% among 97,000; P05866; Rev peptide-RRE RNA binding, FRET; inhibition, % at 8 µM;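 active = inhibition above the screen-wide mean plus 3 SD, cut at about 35% in these data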;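 note: 0% = median DMSO wells and 100% = median Neomycin B control wells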
Target sequence (P05866 whole entry, looked up): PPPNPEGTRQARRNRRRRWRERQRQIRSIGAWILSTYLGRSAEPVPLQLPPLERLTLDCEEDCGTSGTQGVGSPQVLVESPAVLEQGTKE
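Test system – labelled RRE RNA duplex and labelled Rev peptide · Reagent – labelled Rev peptide · Doses – one concentration, 8 µM nominal · Incubation – 5 + 15 min at 25 °C · Signal – FRET fluorescence readout · Read-out basis – % inhibition of FRET ratio versus controls · Control set – DMSO wells as 0% and neomycin B wells as 100% inhibition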
PLK1 inh – blocks human PLK1 kinase activity; recombinant PLK1 kinase, TR-FRET peptide phosphorylation; inhibition, % at 10 µM; hit rate 0.53% among 97,000; AID 619;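 active = inhibition of 50% or more in the single-concentration screen; inactive = inhibition below 50%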;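 note: 0% = DMSO max control and 100% = H-89 dihydrochloride min control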
Target sequence (P53350 whole entry, looked up): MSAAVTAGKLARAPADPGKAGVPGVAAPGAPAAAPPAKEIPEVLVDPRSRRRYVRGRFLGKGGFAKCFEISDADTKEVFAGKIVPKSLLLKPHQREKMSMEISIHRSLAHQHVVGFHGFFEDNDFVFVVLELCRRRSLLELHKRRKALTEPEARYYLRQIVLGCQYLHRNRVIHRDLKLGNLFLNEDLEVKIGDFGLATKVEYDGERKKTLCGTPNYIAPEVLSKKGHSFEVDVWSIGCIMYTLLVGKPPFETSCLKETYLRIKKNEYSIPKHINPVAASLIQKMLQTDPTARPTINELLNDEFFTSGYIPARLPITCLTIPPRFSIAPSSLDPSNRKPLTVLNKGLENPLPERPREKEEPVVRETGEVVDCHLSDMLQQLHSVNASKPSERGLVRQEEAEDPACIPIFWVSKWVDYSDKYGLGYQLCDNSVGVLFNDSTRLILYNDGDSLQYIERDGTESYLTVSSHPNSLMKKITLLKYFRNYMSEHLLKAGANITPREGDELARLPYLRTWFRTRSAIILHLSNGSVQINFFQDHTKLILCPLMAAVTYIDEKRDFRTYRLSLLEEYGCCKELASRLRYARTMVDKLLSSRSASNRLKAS
LYP act – LYP (human) phosphatase activation | recombinant LYP, DiFMUP fluorescence; 0 = plate median, 100 = signal doubled | activation, % at 2 µM | hit rate 0.11% among 96,000 | AID 697;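 active = activation at 2 µM above a set limit, the mean plus 5 SD, cut at about 37% in these data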
FAK blocker – blocks human focal adhesion kinase activity. inhibition, %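 (tested at 7 µM)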. biochemical FAK kinase activity assay. AID 727. hit rate 0.84% among 97,000. Q05397; in the data active = inhibition above about 19%;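 note: 0% = DMSO and 100% = reference compound high control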
PTPN22 inh 2 – blocks human PTPN22 phosphatase activity; recombinant LYP catalytic domain, DiFMUP fluorescence; hit rate 0.21% among 96,000; inhibition, % at 2 µM; Q9Y2R2; AID 640;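 active = inhibition at 2 µM at or above a set limit, the screen mean plus 3 SD, cut at about 24% in these data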;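 note: 0% = DMSO with enzyme and 100% = enzyme fully blocked by orthovanadate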
cytoskel mod – alters cytoskeleton assembly in HUVEC cells; inhibition, % at 2 µM; HUVEC TNFa F-actin phalloidin imaging, high content; hit rate 0.18% among 91,000; AID 836;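 active = inhibition above the batch mean plus 3 SD and confirmed as a hit by visual image inspection, cut at about 30% in these data, passing the limit was not always enough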; note: strong numbers were not always called active
Plk1 PBD FP – inhibitors of human Plk1 polo box domain binding; P53350; Plk1 PBD phosphopeptide binding, fluorescence polarization; inhibition, %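 (tested at about 20 µM)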; hit rate 0.13% among 97,000; in the data active = inhibition above about 34%, passing the limit was not always enough
PTK2B oligo ant – Pyk2 (human) oligomerization antagonism | Q14289 | Q293 cells, Pyk2 FERM NanoBiT luminescence; active compounds read low | z-score (the deposit names both 25 µM and 10 µM) | hit rate 0.83% among 99,000 | AID 1347419;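 active = Z-score of -3 or lower, scaled per plate to the spread of control and sample wells; inactive = z-score above -3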;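 note: negative z-score means lost luminescence so less FERM oligomerization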
* = called active by the depositor; . = no result given.

The opening 18 compounds (preview)
SMILES	EphB4 antag	HIV Rev-RRE inh	PLK1 inh	LYP act	FAK blocker	PTPN22 inh 2	cytoskel mod	Plk1 PBD FP	PTK2B oligo ant
O=C(Nc1ccc(F)cc1)N1CCOCC1	9	8	-3	3	-7	-5	36	-16	1.1
COC(=O)c1ccc(S(=O)(=O)N2CCCC2)o1	-4	6	-11	-4	0	3	-7	-3	-0.36
C=CCN1C(=O)S/C(=C\c2ccc(N3CCOCC3)cc2C)C1=O	4	39*	-9	-1	-1	4	-1	-13	-0.73
COc1cc(CNC2CCCC2)cc(Cl)c1OCc1ccccc1Cl	3	4	-12	0	3	4	-4	-7	-0.64
Cc1cc(Cl)c(S(=O)(=O)N2CCCCCC2)cc1OCC(=O)NC1CCCCC1	-7	8	-5	-1	4	3	-1	7	0.99
CCCc1nc2sc3ccccc3c(=O)c2c(=O)n1Cc1ccco1	6	16	-3	2	22*	0	5	-18	-1.1
C/C(=N/NC(=O)c1ccco1)c1cccc(NC(=O)c2ccc(C)o2)c1	0	-2	-10	-8	2	11	-14	-17	-0.38
Cc1ccc(SC(C)C(=O)NCc2cccnc2)cc1 (stereo not given)	-7	4	-5	-3	-2	5	-16	4	0.92
COC(=O)C1=C(C)N(c2cccc(C(C)=O)c2)C(=O)C1	3	3	-9	2	-1	-8	-6	-2	0.24
CCC1CCCCN1S(=O)(=O)c1ccc(NC(=O)c2cccs2)cc1 (stereo not given)	4	20	-7	3	1	-2	-10	20	-2.3
C=CCC1c2cccc(C(=O)OC)c2C(=O)N1c1ccccc1 (stereo not given)	1	-1	-17	5	6	-2	17	-16	-0.27
CCOC(=O)C(C(=O)Nc1cccc(C)c1)C1CCCCC1 (stereo not given)	5	9	-9	-6	-1	6	0	-32	-0.46
Cc1ccc(CNC(=O)c2csc3c2CCCCC3)cc1	3	10	-10	11	-1	-9	-4	-5	-0.51
O=C(O)c1ccc(CSc2nnc(COc3ccc(Cl)cc3Cl)o2)cc1	.	.	-9	-4	.	2	-32	-4	.
Cc1c(C(=O)NCc2ccccc2Cl)oc2c1C(=O)CCC2	-5	1	3	-1	-1	1	.	-4	.
COC(=O)c1cc(C)sc1NC(=O)C1CC=CCC1C(=O)O (stereo not given)	-6	0	-5	4	-2	-1	15	-3	1.6
Cc1nc(NCc2ccco2)c2c(C)c(C)sc2n1	-1	4	-26	-1	1	2	15	13	0.9
Cn1ccnc1SCC(=O)Nc1ccccc1	-7	6	14	4	-1	-4	-8	-2	0.7

This part in full (from the top)
SMILES	EphB4 antag	HIV Rev-RRE inh	PLK1 inh	LYP act	FAK blocker	PTPN22 inh 2	cytoskel mod	Plk1 PBD FP	PTK2B oligo ant
O=C(Nc1ccc(F)cc1)N1CCOCC1	9	8	-3	3	-7	-5	36	-16	1.1
COC(=O)c1ccc(S(=O)(=O)N2CCCC2)o1	-4	6	-11	-4	0	3	-7	-3	-0.36
C=CCN1C(=O)S/C(=C\c2ccc(N3CCOCC3)cc2C)C1=O	4	39*	-9	-1	-1	4	-1	-13	-0.73
COc1cc(CNC2CCCC2)cc(Cl)c1OCc1ccccc1Cl	3	4	-12	0	3	4	-4	-7	-0.64
Cc1cc(Cl)c(S(=O)(=O)N2CCCCCC2)cc1OCC(=O)NC1CCCCC1	-7	8	-5	-1	4	3	-1	7	0.99
CCCc1nc2sc3ccccc3c(=O)c2c(=O)n1Cc1ccco1	6	16	-3	2	22*	0	5	-18	-1.1
C/C(=N/NC(=O)c1ccco1)c1cccc(NC(=O)c2ccc(C)o2)c1	0	-2	-10	-8	2	11	-14	-17	-0.38
Cc1ccc(SC(C)C(=O)NCc2cccnc2)cc1 (stereo not given)	-7	4	-5	-3	-2	5	-16	4	0.92
COC(=O)C1=C(C)N(c2cccc(C(C)=O)c2)C(=O)C1	3	3	-9	2	-1	-8	-6	-2	0.24
CCC1CCCCN1S(=O)(=O)c1ccc(NC(=O)c2cccs2)cc1 (stereo not given)	4	20	-7	3	1	-2	-10	20	-2.3
C=CCC1c2cccc(C(=O)OC)c2C(=O)N1c1ccccc1 (stereo not given)	1	-1	-17	5	6	-2	17	-16	-0.27
CCOC(=O)C(C(=O)Nc1cccc(C)c1)C1CCCCC1 (stereo not given)	5	9	-9	-6	-1	6	0	-32	-0.46
Cc1ccc(CNC(=O)c2csc3c2CCCCC3)cc1	3	10	-10	11	-1	-9	-4	-5	-0.51
O=C(O)c1ccc(CSc2nnc(COc3ccc(Cl)cc3Cl)o2)cc1	.	.	-9	-4	.	2	-32	-4	.
Cc1c(C(=O)NCc2ccccc2Cl)oc2c1C(=O)CCC2	-5	1	3	-1	-1	1	.	-4	.
COC(=O)c1cc(C)sc1NC(=O)C1CC=CCC1C(=O)O (stereo not given)	-6	0	-5	4	-2	-1	15	-3	1.6
Cc1nc(NCc2ccco2)c2c(C)c(C)sc2n1	-1	4	-26	-1	1	2	15	13	0.9
Cn1ccnc1SCC(=O)Nc1ccccc1	-7	6	14	4	-1	-4	-8	-2	0.7
Cc1cc(C(=O)N2CCN(C/C=C/c3ccccc3)CC2)cs1	-4	3	-12	-5	0	4	-14	11	0.01
CCOC(=O)C(C)n1nc(C)c2sc3ccccc3c2c1=O (stereo not given)	1	10	4	4	6	-6	-6	12	-1.1
Cc1cc(C)c2c(C)nn(C3CCCCC3)c2n1	2	6	-7	0	0	-1	-2	-30	-0.6
COC(=O)[C@H](CCSC)NC(=O)Nc1ccc(C(C)=O)cc1	-2	1	1	7	2	-9	-21	-11	0.3
Cc1ccc(O)c(C(=O)c2cnc3c(c2)COc2ccc(C)cc2-3)c1	-6	15	-6	-2	-2	-2	-12	-6	-1.3
CCCC(=O)Nc1nnc(CC(=O)N2CCCC2)s1	-5	7	-4	0	1	-1	11	1	-0.2
CCOCCCNC(=O)c1cc2c(-c3ccc(Cl)cc3)nn(C)c2s1	-7	5	-10	-3	4	0	-11	-4	.
Cc1cc(=O)oc2cc(OCC(=O)Nc3nnc(C(C)C)s3)ccc12	4	11	-7	-9	-5	11	18	-7	0.19
Cc1cccc(Cn2c(N3CCCCC3C)nc3c2c(=O)[nH]c(=O)n3C)c1 (stereo not given)	3	6	83*	.	3	.	.	-24	.
CCSc1nc(-c2ccccc2)c(C#N)c(=O)[nH]1	2	11	-7	0	-1	0	-5	9	-0.06
O=C(CSc1nnc2n(C3CCCCC3)c(=O)c3ccccc3n12)OC1CCCCC1	8	16	-13	1	-2	-1	-8	-7	0.71
COc1ccccc1N1CCN(C(=O)c2cc3cc(Br)ccc3oc2=O)CC1	2	7	-1	8	1	-11	0	0	.
O=c1oc2ccccc2n1CSc1nc2ccccc2s1	-5	4	-8	5	6	-5	-39	4	0.2
Cc1cc(N2CCC(C)CC2)nc2cccc(O)c12	2	8	63*	-9	-2	8	2	-2	.
COC(=O)c1ccccc1NC(=O)Nc1cnccn1	4	10	-10	5	-2	-6	-12	0	-0.43
COc1cc(C)c(Cl)cc1S(=O)(=O)NCc1ccco1	-5	8	-20	13	12	-17	8	-7	0.6
c1ccc2c(c1)nnn2Cc1nnc2sc(-c3ccncc3)nn12	-3	3	19	0	17	0	-33	3	0.27
C/C(=N\N=C(/N)SC1CC(=O)N(c2cccc(Cl)c2)C1=O)c1cccs1 (stereo not given)	5	22	-8	1	1	1	5	-6	-0.16
CCC1(C)Cc2ccccc2-c2nc3n(c(=O)c21)CC(C(=O)O)S3 (stereo not given)	5	6	2	4	-5	-5	-35	-17	0.18
CN1CCN(C(=O)CSc2nc(-c3cccs3)ccc2C#N)CC1	-1	23	-13	-13	-4	16	-22	-30	0.83
O=S(=O)(c1ccc(Br)s1)N1CCN(c2ccccc2)CC1	3	3	-14	-4	-1	3	36*	-28	-0.49
CN(C)S(=O)(=O)N1CCCN(S(=O)(=O)N(C)C)CC1	-6	4	-2	0	-4	-3	-11	19	0.32

Two entries from above, comma-delimited.
compound,EphB4 antag,HIV Rev-RRE inh,PLK1 inh,LYP act,FAK blocker,PTPN22 inh 2,cytoskel mod,Plk1 PBD FP,PTK2B oligo ant
COC(=O)c1ccccc1NC(=O)Nc1cnccn1,4,10,-10,5,-2,-6,-12,0,-0.43
COc1cc(C)c(Cl)cc1S(=O)(=O)NCc1ccco1,-5,8,-20,13,12,-17,8,-7,0.6

Following part
SMILES	EphB4 antag	HIV Rev-RRE inh	PLK1 inh	LYP act	FAK blocker	PTPN22 inh 2	cytoskel mod	Plk1 PBD FP	PTK2B oligo ant
COc1ccc(OCCn2c(=N)n(CCO)c3ccccc32)cc1	-2	-7	-9	6	0	-8	-3	1	-0.23
CCCCN(CCCC)C1=Nc2ccccc2N/C1=C(/C#N)C(=O)OCC	2	19	-8	-8	-5	11	-7	2	-0.66
Cc1ccc(C(=O)Nc2nc(=O)n(C(=O)c3ccccc3Cl)s2)cc1	-7	1	-7	2	-1	-2	5	8	-0.4
Cc1ccc(OCC(O)CN2C(=O)NC(C)(C)C2=O)cc1C (stereo not given)	-3	5	-11	-12	-3	11	22	-4	.
Nc1cc(-c2ccc(Br)cc2)nn1S(=O)(=O)c1ccccc1	0	0	-16	-2	-1	1	9	-47	.
O=C1C(Cc2ccc(O)cc2)NC(=S)N1c1ccccc1 (stereo not given)	3	9	-9	-5	4	10	-5	6	-0.39
C/C(=N/OC(=O)c1ccc(C)cc1)c1ccc(N2C(=O)C3CCCCC3C2=O)cc1 (stereo not given)	11	-3	-4	0	7	4	0	3	0.45
COc1ccc(S(=O)(=O)N2CCCCC2)cc1Br	0	-4	-6	9	-3	-14	1	12	-0.87
Cc1ccccc1NC(=O)CNc1ccccc1N1CCCCC1	-5	4	2	1	3	-3	.	16	-0.41
CCOC(=O)c1ccccc1NC(=O)Cn1cnc2c(nnn2-c2ccc(C)cc2)c1=O	-8	2	-2	-12	2	9	-9	12	.
CC(C)(C)n1nnnc1C(c1ccccn1)N(Cc1ccccc1)Cc1ccc(Cl)cc1 (stereo not given)	0	7	-2	-1	1	-2	-11	-10	-0.62
Cc1onc(-c2ccccc2Cl)c1C(=O)NC1CCS(=O)(=O)C1 (stereo not given)	-6	5	-7	10	-2	-10	7	5	.
CCc1ccc(OC)c(S(=O)(=O)Nc2ccccc2C)c1	-4	11	-10	2	-1	0	5	-7	-0.15
Cc1cc(C)n(-c2ccc(OCC(=O)O)nn2)n1	4	5	-16	14	-8	-10	7	-7	0.44
O=S(=O)(c1ccc(F)cc1)n1ccc(-c2cccc(OCc3ccc(Cl)cc3Cl)c2)n1	-1	10	-5	2	3	0	-9	-13	2.9
COCCCNC(=O)CCn1c(=O)c2ccccc2n(CC(=O)Nc2c(C)cccc2C)c1=O	-3	5	-5	-8	-2	5	-2	-16	0.37
CCCOC(=O)CCCC[C@H]1SC[C@@H](NC(=O)OC)[C@H]1NC(=O)OC	1	1	-1	-7	-1	6	-12	12	2.4
Cc1nnc(NC(=O)CCCOc2ccccc2)s1	-3	0	0	-10	0	12	-1	27	0.08
Cc1ccc(CNC(=O)C2CC(=O)N(c3ccc(OCC(=O)N4CCCC4)cc3)C2)cc1 (stereo not given)	3	5	-1	-2	-1	2	12	-20	0.12
COc1ccc(CCNC(=O)CSCc2n[nH]c(=O)[nH]2)cc1OC	-3	8	-8	8	-3	-13	1	-11	-0.4
Cc1cc(C)nc(SCc2nnc(SCC(=O)Nc3ccc(C)c(C)c3)o2)n1	1	8	-4	-2	-1	2	7	14	-0.39
Cc1nnsc1SCCNC(=O)c1ccc(F)cc1	-5	0	5	-16	-8	18	-11	18	0.54
CSc1nnc(-c2sc3cc(C(F)(F)F)cnc3c2-c2ccccn2)n1C	-8	8	-8	-8	0	8	-5	-12	0.21
Cc1ccc(-c2nc(C)sc2CC(=O)NCc2ccco2)cc1	5	11	-11	1	5	2	13	-15	-0.28
